# Screens: PubChem BioAssay, several laboratories
# HePTP inhibitor – inhibitors of human HePTP phosphatase, primary screen, biochemical, absorbance, leukemia target. Tyrosine-protein phosphatase non-receptor type 7 (Homo sapiens), P35236. recombinant HePTP phosphatase activity, OD absorbance. inhibition, % at 20 µM. 110,000 tested, 0.64% active; in the data active = inhibition above about 50%;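 note: plate controls were vehicle for no effect and reference inhibitor for full effect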
# Target sequence (P35236 whole entry, looked up): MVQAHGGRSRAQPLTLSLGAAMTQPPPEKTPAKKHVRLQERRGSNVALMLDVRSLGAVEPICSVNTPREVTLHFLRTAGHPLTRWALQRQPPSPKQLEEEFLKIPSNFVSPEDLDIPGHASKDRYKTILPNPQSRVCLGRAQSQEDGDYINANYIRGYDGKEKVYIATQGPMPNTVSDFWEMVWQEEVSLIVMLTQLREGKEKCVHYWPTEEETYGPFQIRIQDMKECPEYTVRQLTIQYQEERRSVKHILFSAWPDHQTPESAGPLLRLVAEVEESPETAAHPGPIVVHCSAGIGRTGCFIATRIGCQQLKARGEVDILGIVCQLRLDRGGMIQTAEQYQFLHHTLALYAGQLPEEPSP
# BAP1 block – inhibitors of BAP1 deubiquitinase, primary screen, biochemical, Ub-AMC fluorescence, kinetic. 72,000 tested, 0.48% active. recombinant BAP1, Ub-AMC hydrolysis fluorescence kinetic; stronger effect = lower value. activity remaining (% of control), % at 20 µM;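 active = activity remaining at or below 50% of control, provided the compound also passes the data quality filters; inactive = the rest, including low values that fail the filters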;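 note: 100% = DMSO wells rate and 0% = substrate alone blank rate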
# Target sequence (Q92560 whole entry, looked up): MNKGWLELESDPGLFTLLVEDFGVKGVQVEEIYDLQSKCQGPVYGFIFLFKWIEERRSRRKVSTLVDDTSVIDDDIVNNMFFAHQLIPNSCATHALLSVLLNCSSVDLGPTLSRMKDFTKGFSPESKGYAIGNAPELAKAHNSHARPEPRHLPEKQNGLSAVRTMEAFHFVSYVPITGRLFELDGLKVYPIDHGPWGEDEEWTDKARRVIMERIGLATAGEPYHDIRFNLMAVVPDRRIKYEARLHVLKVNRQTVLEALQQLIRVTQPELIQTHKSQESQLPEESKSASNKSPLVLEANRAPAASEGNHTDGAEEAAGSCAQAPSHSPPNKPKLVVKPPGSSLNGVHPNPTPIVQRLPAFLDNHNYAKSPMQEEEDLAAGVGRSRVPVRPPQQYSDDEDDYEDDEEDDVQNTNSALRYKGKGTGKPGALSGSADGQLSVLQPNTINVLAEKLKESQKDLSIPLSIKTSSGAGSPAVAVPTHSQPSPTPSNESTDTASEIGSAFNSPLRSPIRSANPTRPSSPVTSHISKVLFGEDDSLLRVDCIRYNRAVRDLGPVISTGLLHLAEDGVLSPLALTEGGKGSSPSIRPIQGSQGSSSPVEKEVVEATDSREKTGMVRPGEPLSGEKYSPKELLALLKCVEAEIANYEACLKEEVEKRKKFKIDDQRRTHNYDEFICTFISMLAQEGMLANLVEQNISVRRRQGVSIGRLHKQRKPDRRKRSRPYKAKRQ
# Starred values were filed as active, the others as inactive; · = no result given; & = joins results of further samples.
SMILES,HePTP inhibitor,BAP1 block
CCSC1=C(C#N)C(c2cccs2)C(C(=O)Nc2ccccc2OC)=C(C)N1 (stereo not given),-2,·
CCOc1ccc(/C=c2\sc3nc4ccccc4n3c2=O)cc1Cl,-3,·
CCOC(=O)c1c(NC(=O)c2ccc(OC)c(OC)c2)sc2c1CCC(CC)C2 (stereo not given),18,·
CC1=C(C(=O)Nc2ccc(C)cc2)C(c2ccc([N+](=O)[O-])cc2)NC(=O)N1 (stereo not given),-4,·
CCCc1nc(SCc2cccnc2)c2c(=O)n(C)c(=O)n(C)c2n1,5,99
COc1ccc2nc(NC(=O)CSc3nnnn3C3CCCCC3)sc2c1,-6,·
O=C(Nc1ncc(Cc2cccc3ccccc23)s1)c1ccc(Cl)cc1,-14,·
O=C(COc1ccc(Br)cc1)Nc1ccc(F)c([N+](=O)[O-])c1,5,·
N#C/C(=C\c1cc(I)cc(I)c1O)c1ccc([N+](=O)[O-])cc1,0,·
CCOC(=O)C1=C(O)/C(=C/N(C)C)SC1=Nc1cccc2ccccc12,2,·
COc1cc([N+](=O)[O-])ccc1N=S(C)C,-15,·
c1ccc(-n2c(SCc3nc(-c4cccs4)no3)nnc2-c2ccco2)cc1,6,89
CCn1c(SCC(N)=O)nnc1-c1ccco1,8,110
COC(=O)c1cccc(N2C(=O)C(Cl)=C(N3CCOCC3)C2=O)c1,4,88
O=C(NC1C2CC3CC(C2)CC1C3)c1ccccc1F (stereo not given),-19,·
Cc1cc(C(=O)Nn2cnnc2)cs1,12,140
Cn1c(=O)c2c(nc(NCCCO)n2Cc2cccc(Cl)c2)n(C)c1=O,·,100
CCOC(=O)c1c(NC(=O)c2cccc(Cl)c2)sc(C(=O)Nc2ccccc2OCC)c1C,7,·
COc1cc(C=Nc2cccc(Br)c2)ccc1O,-1,·
CCOc1cc(C2Nc3ccccc3C(=O)N2c2ccc(Cl)cc2)ccc1O (stereo not given),2,·

# Single values from the list:
# Entry of CCCc1nc(SCc2cccnc2)c2c(=O)n(C)c(=O)n(C)c2n1 under BAP1 block: 99
# Entry of CCOC(=O)c1c(NC(=O)c2cccc(Cl)c2)sc(C(=O)Nc2ccccc2OCC)c1C under HePTP inhibitor: 7

# The list goes on.
SMILES,HePTP inhibitor,BAP1 block
COc1ccc(NC(=O)c2cccc(Cl)c2Cl)cc1OC,2,·
COc1ccc(OCC(=O)N/N=C/c2ccc(C)cc2)cc1,1,·
COc1cc(/C=N/Nc2nn[nH]n2)ccc1O,-5,·
Cc1ccc(S(=O)(=O)N(CC(=O)NC(C)c2ccccc2)Cc2ccccc2)cc1 (stereo not given),7,·
COc1cc(-n2nnnc2SCC(=O)N2CCN(c3ccc(F)cc3)CC2)c(OC)cc1Cl,2,·
O=C(Nc1ccccc1[N+](=O)[O-])c1cccc(S(=O)(=O)N2CCc3ccccc32)c1,·,86
Cc1c(Cl)cccc1NC(=O)CCCCCN1C(=O)CCC1=O,5,113
Cc1ccc(CCN2C(=O)CCC2(C)C(=O)NC2CCCC2)cc1 (stereo not given),3,103
Cc1ccccc1C(=O)NC1CCN(CC(=O)Nc2nccs2)CC1,0,108
CCN(CC)c1ccc(NS(=O)(=O)c2ccc3c(c2)oc(=O)n3C)c(C)c1,6,100
COc1ccc2oc(=O)c(C(=O)Nc3cccc([N+](=O)[O-])c3)cc2c1,5,·
CCOc1ccc2nc(NCCNC(=O)Nc3ccccc3)c(C#N)cc2c1,12,75
COc1ccc(OCC(=O)NCCOc2ccccc2)cc1,11,·
COc1ccc(CNC23CC4CC(CC(C4)C2)C3)cc1Br,-2,·
Oc1ccc(Br)cc1/C=N/Nc1ccccn1,-6,·
CCCCOCCCNC(=O)Cc1ccccc1OC,3,102
O=C(Nc1cccnc1)c1cc2ccccc2o1,-6,·
CCN(CC)c1nc(-c2ccccc2O)nc2ccccc12,7,·
CC1CCN(C(=O)CN(CCc2ccccc2)S(C)(=O)=O)CC1,4,98
N#Cc1ccccc1NC(=O)c1ccc(-c2ccccc2)cc1,1,·
Cc1cnc(C(=O)OCC(=O)Nc2cccc(Cl)c2)cn1,-13,·
C=C/C(C)=C/[C@@]1(C)SC(=O)C(C)=C1O,·,87
O=S(=O)(C/C(=C/CO)S(=O)(=O)c1ccccc1)c1ccccc1,8,97
O=C(CSc1nnc(-c2cccnc2)o1)c1ccc(Br)cc1,1,·
Oc1ccccc1N=Cc1ccc(Br)cc1,-5,·
Nc1nc(CN2CCN(c3ccc(F)cc3)CC2)nc(N2CCCc3ccccc32)n1,5,96
O=C(CSc1nc2c(cnn2-c2ccccc2)c(=O)[nH]1)N1CCOCC1,3,94
CC(C)NC(=O)c1n[nH]c(=O)c2ccccc12,6,78
COC(=O)c1cc(C(=O)OC)cc(N2C(=O)CC(Sc3nc(C)cc(C)n3)C2=O)c1 (stereo not given),2,79
COc1ccccc1N1CCN(C(=O)c2ccc(Br)s2)CC1,0,·
Cc1cc(N)c2ccccc2[n+]1CCCCCCCCCC[n+]1c(C)cc(N)c2ccccc21,·,67
COc1ccc(CC(=O)NNC(=O)COc2ccc(Cl)cc2)cc1OC,-15,·
Cc1ccc2cc(C)c(NCc3ccccn3)nc2c1,5,·
CCCOC(=O)C1=C(C)N(C)C(=O)NC1c1cc(Cl)c(O)c(OC)c1 (stereo not given),·,69
O=C(Nc1cccc(-c2nc3ccccc3[nH]2)c1)c1ccncc1,-10,·
O=C(CSCC(=O)OCn1nnc2ccccc2c1=O)Nc1ccc(Cl)cc1,·,85
O=C(N/N=C/c1cc(I)cc(I)c1O)C(O)c1ccccc1 (stereo not given),-15,·
COC(=O)c1ccc(C2NC(=O)NC(C)=C2C(=O)N(C)C)cc1 (stereo not given),0,108
O=C(Nc1nncs1)c1ccccc1Br,4,104
CCOC(=O)c1c(C)nc2cc(C)ccn12,6&6,155
Cc1ccc2nc3sc(C(=O)N4CCOCC4)c(N)c3cc2c1,4,96
COn1c(=O)c(=O)n(OCc2ccccc2)c2ccccc21,-1,·
N#CCOc1ccccc1/C=C1/Sc2ccccc2C1=O,-9,·
CC(=O)N1CCN(Cc2ccc(Br)s2)CC1,1,99
COc1ccc(C2C3=C(N=C4SCC(=O)N42)c2ccccc2CC3)cc1 (stereo not given),5,60
O=C1CC(N2CCN(c3ccc(C(=O)c4ccc(F)cc4)cc3)CC2)C(=O)N1 (stereo not given),1,82
Cc1cc(C)n(-c2cc(-c3ccccc3)nc(-c3ccc(Br)cc3)n2)n1,6,·
CC(=O)NC(C)C12CC3CC(CC(C(=O)O)(C3)C1)C2 (stereo not given),1,61
Cc1c(NC(=O)CSc2nnc(-c3ccco3)n2-c2ccccc2)c(=O)n(-c2ccccc2)n1C,-4,88
CCc1ccc(Cn2nnc(C(=O)Nc3ccc(OC)cc3OC)c2N)cc1,8,64
# Next part:
SMILES,HePTP inhibitor,BAP1 block
CC(C)(C)C(=O)NNC(=O)C(=O)N1CCOCC1,3,·
Cc1ccc(-c2nnc3ccc4ccccc4n23)cc1,6,·
O=C(CN(Cc1ccccc1C(F)(F)F)C(=O)CNC(=O)c1ccco1)NC1CCCC1,5,98
CCCCCC(=O)N1c2ccccc2NC2=C(C(=O)CC(c3ccc(OC)cc3)C2)C1c1ccco1 (stereo not given),-2,·
Cc1ccc(C)c(N(C)C(=O)COc2cc(=O)n(C)c3ccccc23)c1,-12,87
COc1ccccc1N1CCN(c2nc3ccccc3nc2C(C#N)C(=O)OC(C)C)CC1 (stereo not given),-1,46*
Cc1cc(C)n(C(=O)C2CCCN2S(=O)(=O)c2ccc(Cl)cc2)n1 (stereo not given),-8,93
Cc1cccc(/C(N)=N/OC(=O)c2cccc(Br)c2)c1,0,·
CCCS(=O)(=O)N1CCC(C(=O)NCCCOC)CC1,6,104
COc1cc(/C=N/n2cnnc2)ccc1OCc1cccc2ccccc12,4,·
CCOc1ccc(N/C(C)=C/C(=S)Nc2ccccc2)cc1,12,·
Cc1cc(NC(=O)c2ccccc2I)ccc1NC(=O)c1ccccc1,12,·
C#Cc1cccc(NC(=O)c2cccc(N3C(=O)c4ccc(Oc5cccc([N+](=O)[O-])c5)cc4C3=O)c2)c1,1,·
O=C(N/N=C/c1cccc([N+](=O)[O-])c1)c1cc(-c2ccc(Cl)cc2)n[nH]1,10,·
Cc1ccc(S(=O)(=O)Nc2ccc(S(=O)(=O)N3CCOCC3)cc2)cc1[N+](=O)[O-],-2,·
CCOC(=O)c1sc(C)nc1C1CCN(C(=O)OCC)CC1,4,·
O=C(OCc1nnc(-c2ccccc2)o1)c1ccc2c(c1)C(=O)N(CCc1ccccc1)C2=O,-7,·
CCOc1ccc(N2C(=O)NC(=O)/C(=C\c3ccc(OCc4cccc(C(=O)O)c4)cc3)C2=O)cc1,-4,·
Cc1ccc(C)c(N2CCN(c3cc(C)nc4nnnn34)CC2)c1,16,110
O=C1NC(=O)N(c2ccccc2)C(=O)/C1=C\c1ccc(-c2ccc([N+](=O)[O-])cc2Cl)o1,25,·

# Among those listed so far, these have bromine.
SMILES,HePTP inhibitor,BAP1 block
O=C(COc1ccc(Br)cc1)Nc1ccc(F)c([N+](=O)[O-])c1,5,·
COc1cc(C=Nc2cccc(Br)c2)ccc1O,-1,·
COc1ccc(CNC23CC4CC(CC(C4)C2)C3)cc1Br,-2,·
Oc1ccc(Br)cc1/C=N/Nc1ccccn1,-6,·
O=C(CSc1nnc(-c2cccnc2)o1)c1ccc(Br)cc1,1,·
Oc1ccccc1N=Cc1ccc(Br)cc1,-5,·
COc1ccccc1N1CCN(C(=O)c2ccc(Br)s2)CC1,0,·
O=C(Nc1nncs1)c1ccccc1Br,4,104
CC(=O)N1CCN(Cc2ccc(Br)s2)CC1,1,99
Cc1cc(C)n(-c2cc(-c3ccccc3)nc(-c3ccc(Br)cc3)n2)n1,6,·
Cc1cccc(/C(N)=N/OC(=O)c2cccc(Br)c2)c1,0,·

# Further structures.
SMILES,HePTP inhibitor,BAP1 block
CCOC(=O)c1c(NC(=O)COc2ccc(Cl)cc2)sc(C(=O)N2CCCCC2)c1C,3,·
COc1cccc(C2N(c3cccc(Cl)c3)C(=O)C3CCCN32)c1OC (stereo not given),9,97
CCOc1ccccc1-n1nnnc1SCC(=O)NC(=O)NCc1ccco1,20,127
CCN1CCN(c2nc3c(c(=O)n(C)c(=O)n3C)n2Cc2cccc3ccccc23)CC1,9,85
CCN1C(=O)c2cccc3c(S(=O)(=O)NCCCN4CCOCC4)ccc1c23,-2,71
O=C(Nc1nc(-c2ccc(F)cc2F)cs1)c1c(F)cccc1F,-11,·
CCC(=O)N(Cc1cc2cc(C)c(C)cc2[nH]c1=O)C1CCCCC1,-5,88
CC(=O)Nc1ccc(NC(=O)CN2CCCCC2)cc1,1,·
O=C(NC1CCCCCC1)c1c(O)c2cccc3c2n(c1=O)CCC3,0,87
CCOc1cc(/C=C2\SC(=S)N(/N=C/c3ccc(O)c(OCC)c3)C2=O)ccc1O,9,·
Cc1ccc(C(c2sc3nc(C)nn3c2O)N2CCN(c3ccccc3F)CC2)cc1 (stereo not given),5,99
CC(=O)Nc1ccc(C(=O)Nc2ccc(Cl)cn2)cc1,4,·
Cc1cccc(OCC(=O)N2CCN(C(=O)COc3cccc(C)c3)CC2)c1,·,88
CCc1ccc2oc(-c3ccc(C)c(N)c3)nc2c1,3,·
O=C1NC(Cc2c[nH]c3ccccc23)C(=O)N1CCOc1ccc(F)cc1 (stereo not given),2,114
COC(=O)C1=NN(C(=O)c2ccccc2)C(O)(C(C)(C)C)C1 (stereo not given),6,·
COc1ccc(-n2c(Cc3cccn3C)nnc2SCC(N)=O)cc1,1,95
CC(C)c1ccc(-c2nnc(N)s2)cc1,5,·
O=C(Nc1nc2ccccc2n1CCOc1ccccc1)c1ccco1,8,143
Cc1nn(-c2ccc(Cl)cc2)c2[nH]c(=O)c(CNCc3ccc4c(c3)OCO4)cc12,-3,91
CCCSc1ccc2nc(NC(=O)OC)[nH]c2c1,-8,92
CCc1ccc(NC(=O)CSc2nc3ccc(N)cc3s2)cc1,5,·
Cc1ccc(S(=O)(=O)NC(=O)N2CCCC(C)(C)C2)cc1,2,91
CS(=O)(=O)c1ccc2nc(NC(=O)CN3CCN(Cc4ccccc4)CC3)sc2c1,8,52
O=C(CCCCn1c(=S)[nH]c2ccsc2c1=O)NCc1ccco1,-7,94
COc1ccc(N2C(=O)NC(=O)/C(=C/c3cc(Cl)cc(OC)c3O)C2=O)cc1,-7,·
COCCn1c(SCC(=O)Nc2ccc3c(c2)OCCO3)nnc1-c1c[nH]c2ccccc12,8,121
CN1CCN(S(=O)(=O)c2ccc(Oc3ccc([N+](=O)[O-])cc3)cc2)CC1,5,·
O=C(/C=C/Nc1cccc(O)c1)c1ccccc1,3,67
COc1ccc(NC(=O)C2(c3ccccc3)CC2(Cl)Cl)cc1 (stereo not given),-9,·

# 4 compounds picked at random from those above:
SMILES,HePTP inhibitor,BAP1 block
O=C(/C=C/Nc1cccc(O)c1)c1ccccc1,3,67
O=C(CCCCn1c(=S)[nH]c2ccsc2c1=O)NCc1ccco1,-7,94
Cc1ccc(S(=O)(=O)NC(=O)N2CCCC(C)(C)C2)cc1,2,91
COc1ccc(NC(=O)C2(c3ccccc3)CC2(Cl)Cl)cc1 (stereo not given),-9,·

# Next entries follow:
SMILES,HePTP inhibitor,BAP1 block
CCC1(C)NC(=O)N(CC(=O)Nc2sc3c(c2C(N)=O)CCC3)C1=O (stereo not given),6,105
COc1cccc(C(=O)N2CCN(Cc3cccc(Cl)c3)CC2)c1,-15,·
Cc1ccc(NC(=O)c2ccc(NS(=O)(=O)c3c(C)noc3C)cc2)cc1C,4,98
COCC(N)(c1ccccc1)c1nc2ccccc2n1C (stereo not given),-2,91
